# TIM10 inh: growth inhibitors of TIM10 yeast strain; S. cerevisiae TIM10 strain growth, BacTiter-Glo luminescence, 24 h; inhibition, % at 10 µM; 1.4% of 330,000 active;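 active means inhibition of 40% or more at the single tested concentration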;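 further: wild-type TIM10 isogenic control strain grown at permissive 25 °C; 0% = DMSO yeast wells and 100% = minimal medium wells without yeast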
# MPTP inh: inhibitors of mitochondrial permeability transition pore; isolated mouse mitochondria, Ca2+ swelling absorbance, 30 min; inhibition, % at 10 µM; 1.4% of 360,000 active; AID 602449;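 active means inhibition of 50% or more, scaled per plate between neutral and stimulator controls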;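 further: 0% = DMSO wells given calcium and 100% = 1 mM EGTA wells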
# tim10-1 inh: tim10-1 yeast growth inhibition; S. cerevisiae tim10-1 ts strain growth, BacTiter-Glo, 24 h; inhibition, % at 20 µM; 2.2% of 330,000 active; AID 463190;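 active means inhibition of at least 40%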;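 further: mutant grown at 25 °C; 0% = DMSO wells with yeast and 100% = wells holding no yeast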
# NLRP3 yeast inh: blocks the NALP3 inflammasome reconstituted in yeast | inhibition, % at 10 µM | Yeast reconstituted NLRP3/ASC/caspase-1, beta-gal luminescence, 24 h | AID 2825 | 0.39% of 330,000 active;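 active means inhibition of 50% or more; inactive means inhibition below 50%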;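 further: plate controls were induced DMSO wells for no effect and uninduced yeast grown without galactose for full effect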
# MIN6 prolif: MIN6 beta-cell proliferation induction; proliferation, % at 10 µM; MIN6 cells proliferation, ATPlite luminescence, 48 h; cells starved in 0.2% serum; 100% = growth in 10% serum; AID 2380; 0.29% of 330,000 active;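 active means compounds whose signal lies at least 3.5 SD above the mean of all wells on their plate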;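 further: 0% = DMSO-treated cells in low-serum medium and 100% = 10% serum control; some compounds called inactive have numbers as strong as hits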
# GRIN3A LBD mod: modulates the human NR3A ligand-binding domain; AID 1259313; 2.5% of 340,000 active; NR3A LBD differential scanning fluorimetry, Tm shift; 0% = protein alone, 100% = glycine-bound protein; Tm shift relative to glycine control, % at 25 µM;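 active means melting temperature shift of at least 10% of the positive control shift, at one fixed dose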
# APJ antagonist: antagonists of human APJ apelin receptor | 0.32% of 330,000 active | inhibition, % at 20 µM | P35414 | CHO-K1 APJ beta-arrestin complementation, luminescence | AID 2521;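 active means inhibition above about 40% at 20 µM, limit read from the data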;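 further: cells challenged with 10 nM apelin-13 agonist together with compound; plate controls were apelin-13 plus DMSO wells for no effect and DMSO wells lacking apelin-13 for full effect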
# Target sequence (P35414 whole entry, looked up): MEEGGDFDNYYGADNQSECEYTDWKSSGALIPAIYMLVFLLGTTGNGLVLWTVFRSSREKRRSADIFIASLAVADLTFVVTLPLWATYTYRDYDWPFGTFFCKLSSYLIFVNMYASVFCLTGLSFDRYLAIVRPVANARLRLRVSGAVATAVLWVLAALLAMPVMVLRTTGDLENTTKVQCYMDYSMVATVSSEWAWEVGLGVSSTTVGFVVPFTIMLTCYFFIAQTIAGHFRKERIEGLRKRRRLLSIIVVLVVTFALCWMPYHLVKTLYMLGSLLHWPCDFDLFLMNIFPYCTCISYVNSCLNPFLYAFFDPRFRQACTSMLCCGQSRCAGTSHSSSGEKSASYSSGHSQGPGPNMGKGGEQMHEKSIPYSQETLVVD
# APJ ag: activates the human apelin receptor APJ; P35414; CHO-K1 APJ PathHunter beta-arrestin, luminescence; 0% DMSO wells, 100% apelin; activation, % at 20 µM; 0.11% of 330,000 active;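 active means activation more than six SD over the plate average, tested at 20 µM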;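 further: 0% = DMSO alone and 100% = apelin-13 at 10 nM; some results filed as inactive read as strong as hits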
#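 Test system – PathHunter CHO-K1 APJ (AGTRL-1) beta-arrestin reporter cells · Input – 1000 cells/well · Compound – single test compound dose, 20 µM final, 1% DMSO · Times – compound stimulation 90 min at 25 °C, detection 60 min · Technique – beta-gal luminescence · Read-out basis – APJ–arrestin association signal · Control set – negative DMSO alone, positive Apelin-13 at 10 nM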
# tim23-1 inh: inhibits growth of tim23-1 mutant yeast. S. cerevisiae tim23-1 growth, BacTiter-Glo luminescence, 24 h. inhibition, % at 20 µM. 1.3% of 330,000 active. AID 463212;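 active means growth inhibition of the mutant yeast at or above 50%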;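 further: temperature-sensitive mutant grown at 25 °C; plate controls were DMSO-treated mutant yeast for no effect and medium wells lacking yeast for full effect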
# Starred values were filed as active, the others as inactive.
SMILES,TIM10 inh,MPTP inh,tim10-1 inh,NLRP3 yeast inh,MIN6 prolif,GRIN3A LBD mod,APJ antagonist,APJ ag,tim23-1 inh
O=C(Nc1ccc2c(c1)OCO2)C1CCN(S(=O)(=O)c2cccc3cccnc23)CC1,21,-0.4,17,3,0,3,8,-3,3
CCC(C)NC(=O)c1c(F)c(F)c(F)c(F)c1F (stereo not drawn),7,-4.5,-1,6,-2,0,-4,-3,-7
S=c1[nH]c2ccc(Cl)cc2[nH]1,1,-0.7,8,26,-1,0,-2,-2,8
CC1CN(CCOc2ccccc2C(C)C)CC(C)O1 (stereo not drawn),-6,0.1,9,26,2,1,2,-2,12
CN(CC(=O)Nc1ccc(F)cc1)C(=O)CN1C(=O)NC2(CCCCC2)C1=O,-4,-1.7,-3,21,-3,-7,-8,-2,-10
Cc1ccc(S(=O)(=O)N2CCC(C(=O)N3CCN(c4ccccn4)CC3)CC2)cc1,8,-0.5,19,-6,-1,-1,8,-1,15
COc1ccc(C(=O)CSc2nnc(Cn3cnc4ccccc43)o2)cc1,19,84*,17,-3,-6,0,9,2,15
O=C(NCCN1CCOCC1)C(=O)NCc1ccco1,-4,-0.3,16,3,-1,4,-3,-4,-2
CN1CCN(c2ccc(NC(=O)COc3ccc4ccccc4c3)cc2)CC1,-17,0.7,13,28,0,2,-11,1,17
COc1cccc(C(=O)N2CCCC(c3nc(-c4cccs4)no3)C2)c1 (stereo not drawn),2,-0.8,19,17,-1,-1,19,-1,22
O=C(NCc1cccnc1)c1ccc(NS(=O)(=O)c2cccc([N+](=O)[O-])c2)cc1,-6,-1.7,7,-2,-4,-1,13,-5,14
Clc1ccc(-n2ncc3c(N4CCCCCC4)ncnc32)cc1,0,1.6,10,44,-5,2,0,1,10
COc1ccc(CNC(=O)c2cccc(N3CCCC3=O)c2)cc1,-6,0.6,2,12,-1,-7,0,-1,5
CCCNC(=O)c1ccc(N2CCC3(CC2)CC(c2ccccc2)=NO3)c(NC(=O)c2ccco2)c1,17,0.3,29,-1,-6,0,-9,-3,26
CCc1nnc(N2C(=O)c3ccc(Oc4ccc([N+](=O)[O-])cc4)cc3C2=O)s1,34,3.1,29,17,0,1,3,3,64*
CCOCCCNC(=O)CN1C(=O)CSc2ccc(S(=O)(=O)N3CCOCC3)cc21,-4,1.5,-22,15,-3,0,19,0,-1
CCn1c(=S)sc2c(=O)n(-c3ccccc3)c(SC)nc21,37,-1.5,48*,3,0,1,9,-3,42
O=C(Cc1ccc(NC2=NC3CS(=O)(=O)CC3S2)cc1)NCc1ccccc1 (stereo not drawn),-17,-3.4,4,16,0,-1,0,-4,6
COc1ccccc1NS(=O)(=O)c1cc(NC(=O)c2cc[n+]([O-])cc2)ccc1N1CCCC1,5,-0.6,15,14,-3,4,16,-3,14
CCOc1ccc(NC(=O)NNC(=O)c2ccc(CC)s2)cc1,-25,-2.3,-49,16,-4,0,-10,-1,-21
COc1cccc(N2CCN(C3CC(=O)N(c4ccc(F)c(Cl)c4)C3=O)CC2)c1 (stereo not drawn),28,-1.0,41*,19,0,0,2,-3,47
CCOC(=O)c1[nH]cnc1C(=O)Nc1ccc(Cl)cc1,36,-1.7,22,3,-2,-2,-1,-2,32
COC(=O)Nc1ccc2c(c1)OCO2,4,-1.1,4,-1,-2,1,-22,2,-11
Cc1ccc(CN2CCc3[nH]c(=O)[nH]c(=O)c3C2)cc1,10,0.3,9,-11,1,-3,5,-1,-23
CCOc1ccc(C(C)NC(=O)c2ccc3c(c2)NC(=O)C(C)S3)cc1OCC (stereo not drawn),0,0.1,5,1,10,-4,1,-2,5

# A different layout for some results above.
molecule	TIM10 inh	MPTP inh	tim10-1 inh	NLRP3 yeast inh	MIN6 prolif	GRIN3A LBD mod	APJ antagonist	APJ ag	tim23-1 inh
CN(CC(=O)Nc1ccc(F)cc1)C(=O)CN1C(=O)NC2(CCCCC2)C1=O	-4	-1.7	-3	21	-3	-7	-8	-2	-10
Cc1ccc(S(=O)(=O)N2CCC(C(=O)N3CCN(c4ccccn4)CC3)CC2)cc1	8	-0.5	19	-6	-1	-1	8	-1	15
COc1ccc(C(=O)CSc2nnc(Cn3cnc4ccccc43)o2)cc1	19	84*	17	-3	-6	0	9	2	15

# 3 compounds from above, sorted by the number in NLRP3 yeast inh, rising.
Molecule	MPTP inh	NLRP3 yeast inh	GRIN3A LBD mod	APJ antagonist	APJ ag
COC(=O)Nc1ccc2c(c1)OCO2	-1.1	-1	1	-22	2
O=C(NCCN1CCOCC1)C(=O)NCc1ccco1	-0.3	3	4	-3	-4
CN1CCN(c2ccc(NC(=O)COc3ccc4ccccc4c3)cc2)CC1	0.7	28	2	-11	1

# New compounds follow:
SMILES,TIM10 inh,MPTP inh,tim10-1 inh,NLRP3 yeast inh,MIN6 prolif,GRIN3A LBD mod,APJ antagonist,APJ ag,tim23-1 inh
COc1cc(NC(=O)c2cccnc2SC)cc(OC)c1,-5,0.4,-2,-6,-1,2,15,-1,-6
Cc1cccc(NC(=O)C2CCN(S(=O)(=O)c3ccc4c(c3)C(C)(C)C(=O)N4C)CC2)c1C,15,-3.5,-18,1,-2,2,-8,-1,-7
CN(CCO)c1ccc(-c2nn(C)c(=O)c3ccccc23)cc1[N+](=O)[O-],0,1.9,-2,3,2,0,16,-2,4
COc1ccc(NC(=O)Cn2nc(C)c3ccccc3c2=O)cc1,-10,-0.4,-15,3,-2,3,10,-3,5
CCCCC(=O)Nc1ccccc1Oc1ccccc1,18,-1.8,9,-37,-3,-1,8,-2,24
CC(C)Sc1nc(N2CCOCC2)c2c(c1C#N)CC(C)(C)SC2,14,1.1,22,4,-4,2,-5,-2,29
COc1cc(/C=N/NC(=O)c2cc3ccccc3[nH]2)ccc1O,0,0.7,14,-10,-4,34*,-6,-2,25
COC(=O)N=Nc1c(O)n(Cc2ccccc2)c2ccccc12,5,1.5,21,9,-2,0,-1,-5,10
COc1ccccc1-c1cc2nc(C)cc(C)n2n1,-4,1.6,14,24,-3,2,6,-1,13
O=C(Cc1csc(Nc2nc(=S)[nH]c3ccccc23)n1)N1CCN(c2cccc(Cl)c2)CC1,-8,-1.2,23,1,-7,2,10,-5,3
O=C(CS(=O)CC(=O)N(CC(=O)NC1CCCC1)C1CCCC1)Nc1ccc(F)cc1 (stereo not drawn),-14,-2.1,13,6,0,0,6,1,-2
O=C(NC(=S)Nc1nc(-c2ccc(Br)cc2)cs1)c1ccco1,13,1.9,4,-3,-4,30*,13,0,5
O=C(COC(=O)CCOc1ccccc1)NCc1ccco1,0,-0.6,-19,6,-2,2,20,-2,3
COc1ccccc1N1C(=O)C=C(Sc2nc(C)cc(C)n2)C1=O,42*,12,10,-13,-6,1,-11,-2,-11
CCc1cc(C(=O)N2CCCC(CCC(=O)NCc3cccc(OC)c3)C2)no1 (stereo not drawn),17,1.8,12,12,1,-2,-11,-1,10
CCCCN1CC(O)=C(c2nc(-c3ccc(Br)cc3)cs2)C1=N,-13,5.1,-3,1,-2,1,-8,0,-6
CCOc1ccc(N(CC(=O)NC(C)CC)S(C)(=O)=O)cc1 (stereo not drawn),-3,0.7,10,6,-4,1,6,-2,0
CN1CCN(c2nc(NCc3ccco3)nc(N)c2[N+](=O)[O-])CC1,11,-1.3,-6,3,2,0,5,-1,-13
N=c1ccn(Cc2cccc(Cl)c2)cc1,-3,-0.9,-16,19,-5,1,9,0,-6
CC(C)NC(=O)Nc1cccc2c1O[C@H](CN(C)C(=O)NC(C)C)[C@@H](C)CN([C@H](C)CO)C2=O,2,-1.3,-14,3,1,-2,10,-2,2
CCCc1cc(C(=O)Cc2nc3ccccc3s2)c(O)cc1O,2,2.3,8,2,-1,-4,-14,-1,12
Cc1ccccc1N1CCN(C(=O)CN2C(=O)c3ccccc3C2=O)CC1,-1,1.2,-19,19,-1,2,-2,-1,18
O=C(NCc1ccco1)c1ccc(CNc2c(N3CCCCC3)c(=O)c2=O)cc1,9,-0.1,6,20,-2,0,0,1,15
Cc1noc(C)c1CSc1nnc(-c2cc(Cl)ccc2Cl)n1N,7,2.5,26,7,1,3,5,-5,28
COc1ccc(CNC(=O)CN2C(=O)CC(c3ccccc3)=Nc3ccccc32)cc1,12,0.4,14,-6,-4,2,-15,1,11

# Compound profiles, as listed above. Order of screens: TIM10 inh	MPTP inh	tim10-1 inh	NLRP3 yeast inh	MIN6 prolif	GRIN3A LBD mod	APJ antagonist	APJ ag	tim23-1 inh
# Profile of COc1cc(/C=N/NC(=O)c2cc3ccccc3[nH]2)ccc1O → 0	0.7	14	-10	-4	34*	-6	-2	25
# Profile of N=c1ccn(Cc2cccc(Cl)c2)cc1 → -3	-0.9	-16	19	-5	1	9	0	-6

# Going on with the list:
SMILES,TIM10 inh,MPTP inh,tim10-1 inh,NLRP3 yeast inh,MIN6 prolif,GRIN3A LBD mod,APJ antagonist,APJ ag,tim23-1 inh
CC(C)(C)c1nnc(NC(=S)Nc2ccccc2)s1,45*,0.8,35,49,-1,-2,36,-6,28
O=C(O)c1cnn(-c2ccccc2)c1-c1ccccc1,7,3.3,10,1,1,-4,5,-1,9
CCn1c(SCc2ccc(C)cc2)nnc1-c1cnccn1,6,0.0,29,10,-4,0,-6,-5,24
c1ccc(Cn2nnc3c(Nc4ccc5c(c4)OCO5)nc(C4CC4)nc32)cc1,15,15,14,11,-4,1,-18,3,6
Cc1cc(C)cc(-n2c(SCC(=O)NCc3ccc4c(c3)OCO4)nc3ccccc3c2=O)c1,5,-0.1,10,21,-3,-8,8,-3,-12
Cc1cc(C)nc(SCc2nnc(SCc3ccc([N+](=O)[O-])cc3)n2Cc2ccco2)n1,21,2.0,28,11,-1,0,12,-1,28
CC(=O)Nc1ccc(S(=O)(=O)NCCCc2ccccc2)cc1,0,-0.3,5,13,1,-1,-9,-1,2
CCOc1ccnc2c1c(=O)n(Cc1cc(OC)cc(OC)c1)c(=O)n2C,9,-0.6,10,4,-1,1,0,-1,-1
Cc1ccc(F)c(CNC(=O)C2CCC(=O)N(CCCN3CCCC3=O)C2)c1F (stereo not drawn),-2,-2.4,22,-2,4,-2,3,-1,6
CC(C)c1ccc(O)c(C(=O)c2cnn(-c3ccccc3)c2)c1,24,2.1,21,-5,2,-5,-1,-2,23

# Just TIM10 inh and tim10-1 inh (6 entries from above):
compound	TIM10 inh	tim10-1 inh
Cc1cc(C)cc(-n2c(SCC(=O)NCc3ccc4c(c3)OCO4)nc3ccccc3c2=O)c1	5	10
Cc1cc(C)nc(SCc2nnc(SCc3ccc([N+](=O)[O-])cc3)n2Cc2ccco2)n1	21	28
CC(=O)Nc1ccc(S(=O)(=O)NCCCc2ccccc2)cc1	0	5
CCOc1ccnc2c1c(=O)n(Cc1cc(OC)cc(OC)c1)c(=O)n2C	9	10
Cc1ccc(F)c(CNC(=O)C2CCC(=O)N(CCCN3CCCC3=O)C2)c1F (stereo not drawn)	-2	22
CC(C)c1ccc(O)c(C(=O)c2cnn(-c3ccccc3)c2)c1	24	21

# Source: PubChem (Sanford-Burnham Center for Chemical Genomics)
